Source: PubChem
TDP1 inh = inhibitors of human tyrosyl-DNA phosphodiesterase TDP1. 350,000 compounds, 0.28% hits. Potency, µM (titrated, usually from 130 µM), for inactives: at the top dose activity change, negative = inhibition, hits mostly inhibitors. Q9NUW8. AID 485290. recombinant TDP1, AlphaScreen DNA substrate cleavage; also: nearly all actives have a fitted effect of over 40% in size
Target sequence (Q9NUW8 whole entry, looked up): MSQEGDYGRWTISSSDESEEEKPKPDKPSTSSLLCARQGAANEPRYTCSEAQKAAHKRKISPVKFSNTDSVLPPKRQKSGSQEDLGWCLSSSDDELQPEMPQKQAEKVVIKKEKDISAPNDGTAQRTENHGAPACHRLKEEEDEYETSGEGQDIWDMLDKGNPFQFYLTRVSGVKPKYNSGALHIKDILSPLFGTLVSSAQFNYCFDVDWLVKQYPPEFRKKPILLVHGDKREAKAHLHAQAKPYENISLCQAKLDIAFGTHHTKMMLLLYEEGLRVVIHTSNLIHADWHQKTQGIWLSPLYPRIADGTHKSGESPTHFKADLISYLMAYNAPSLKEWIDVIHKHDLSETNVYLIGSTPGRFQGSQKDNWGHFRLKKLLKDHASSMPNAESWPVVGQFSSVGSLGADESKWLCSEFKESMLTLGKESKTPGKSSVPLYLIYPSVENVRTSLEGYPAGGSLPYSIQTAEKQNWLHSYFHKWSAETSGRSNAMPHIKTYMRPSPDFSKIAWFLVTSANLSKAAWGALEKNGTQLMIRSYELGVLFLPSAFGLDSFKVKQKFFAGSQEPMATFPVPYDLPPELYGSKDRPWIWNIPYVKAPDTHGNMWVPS
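Recombinant E. coli-expressed Tdp1 (1 nM) preincubated with compound 15 min at RT, then 5'-biotin/3'-phosphotyrosine-FITC DNA substrate (15 nM) added for 5 min. AlphaScreen beads (10 ug/ml) added, 10 min RT; tyrosine-FITC cleavage read as signal loss.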
FEN1 inh = human FEN1 inhibition; AID 588795; P39748; Potency, µM (titrated, usually from 114 µM), for the others: top-dose activity change, negative = inhibition, actives largely listed as inhibitors; Recombinant FEN1 flap cleavage, fluorescence, 15 min; 390,000 compounds, 0.35% hits; also: nearly all actives have a fitted effect of over 65% in size
Target sequence (P39748 whole entry, looked up): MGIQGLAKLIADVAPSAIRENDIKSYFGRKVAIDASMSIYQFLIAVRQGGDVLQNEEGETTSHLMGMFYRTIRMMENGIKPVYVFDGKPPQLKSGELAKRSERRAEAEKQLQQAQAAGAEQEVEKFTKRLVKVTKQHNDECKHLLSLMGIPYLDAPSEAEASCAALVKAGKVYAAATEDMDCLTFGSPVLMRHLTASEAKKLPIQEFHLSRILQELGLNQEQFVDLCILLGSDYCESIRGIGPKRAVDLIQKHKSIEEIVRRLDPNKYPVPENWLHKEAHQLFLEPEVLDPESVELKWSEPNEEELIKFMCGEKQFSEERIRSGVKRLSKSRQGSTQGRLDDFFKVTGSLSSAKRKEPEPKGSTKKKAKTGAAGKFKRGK
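FEN1 at 10 nM, compound pretreatment for 15 min (room temperature), 50 nM final substrate to initiate; endpoint reads at 0 and 15 min; DMSO-only plates used as vehicle background.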
N370S GC mod = inhibits or activates N370S mutant glucocerebrosidase; N370S GC spleen homogenate, 4MU-glucoside fluorescence; Potency, µM (doses to about 59.4 µM), inactives show at the highest dose activity change, negative = inhibition, actives largely listed as inhibitors; 330,000 compounds, 0.092% hits;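 also: 0% = full enzyme activity and -100% = no enzyme basal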
* hit, by the source's call; ? = inconclusive; . = not tested or not shown; & = joins results of further samples; [ ] = dose if it differs, or a comment. Calls follow the shape of the dose curve; as a rule, active = well fitted curve in the direction sought with a large enough effect; inconclusive = small, poorly fitted or top-dose-only effect, or another doubt; inactive = no such curve, though single readings can be large; an effect the other way counts as inactive or inconclusive. Unless noted, % is scaled to controls: 0 for no effect and ±100 for the full control effect; potency is read from the fitted curve at half-maximal effect.

#	TDP1 inh	FEN1 inh	N370S GC mod	Molecule
1	12.7%	-3.7%	2.8%	Cc1ccccc1S(=O)(=O)Nc1ncnc2ccccc12
2	3.4%	19.7%	5.6%	COc1ccc(N2CCN(S(=O)(=O)c3c(C(=O)N4CCOCC4)c(C)n(C)c3C)CC2)cc1
3	1.0%	-0.4%&-22.6%	.	O=C(O[C@H]1[C@H](Cc2ccccc2)NS(=O)(=O)[C@H]2C[C@@H]3C=C[C@]12O3)c1ccc([N+](=O)[O-])cc1
4	3.4%	-12.5%	17.4%	CC1CCN(S(=O)(=O)c2ccc(NC(=O)Cc3cccs3)cc2)CC1
5	.	-1.7%	4.0%	NC(=O)c1cc(S(=O)(=O)Nc2ccccc2)cs1
6	1.9%	-1.6%	.	CCOc1cc(C#N)c(-n2nnc3c(sc4nc(C)cc(C)c43)c2=O)cc1OCC
7	9.7%	-18.8%	.	O=S(=O)(c1ccc(-c2csc(=Nc3ccc(F)cc3)n2CCCCCCO)cc1)N1CCCC1
8	-7.7%	0.9%	17.7%	O=C(CSc1ncccc1C(=O)O)NC12CC3CC(CC(C3)C1)C2
9	-1.1%	-0.6%	0.2%	CCSc1nnc(NC(=O)CCNS(=O)(=O)c2cc(Br)cnc2N)s1
10	4.8%	2.9%	0.0%	Cn1[nH]c(C(F)(F)F)c(C=Nc2ccc(Cl)cc2)c1=O
11	3.3%	-16.8%	16.3%	Cc1cc(C)c(C)c(OCC(=O)NCc2nc(-c3ccccc3)no2)c1
12	5.2%	3.9%	0.9%	COc1cccc(CN2CC(C(=O)N3CCN(c4ccc(Cl)cc4)CC3)CCC2=O)c1 (stereo not drawn)
13	3.9%	18.5%	.	COCCNC(=O)C(=O)NCC(c1cccnc1)N1CCN(c2ccccc2)CC1 (stereo not drawn)
14	0.0%	-0.1%	-2.8%	CCc1cccc(C)c1NC(=O)Nc1ccc2c(c1)OCO2
15	5.1%	1.3%	?	COc1ccc(OC)c(NC(=O)C2CCN(C(=O)c3cccs3)CC2)c1
16	.	0.9%	-2.3%	O=C1C(=O)N(CCN2CCOCC2)C(c2ccccc2F)/C1=C(\O)c1ccc(S(=O)(=O)N2CCOCC2)cc1 (stereo not drawn)
17	1.9%	-1.3%	-7.6%	O=C(c1cc([N+](=O)[O-])ccc1N1CCOCC1)N1CCCC1
18	7.6%	-2.2%	-4.5%	CCOC(=O)c1c(-c2ccccc2)[nH]c2ccc(O)cc12
19	1.7%	-2.1%	-19.8%	CC1CCN(C(=O)CCc2nnc3ccc(N4CCC5(CC4)OCCO5)nn23)CC1
20	-1.2%	-14.8%	10.3%	O=C(Nc1ccc(-c2csc(Nc3ccccc3)n2)cc1)c1cc([N+](=O)[O-])cc(C(F)(F)F)c1
21	5.1%	-3.5%	0.0%	COc1ccc(C(=O)CSc2n[nH]c(-c3ccco3)n2)cc1
22	-3.2%	-5.6%	.	CCCCN(C(=O)c1ccc2c(c1)OCO2)c1c(N)n(CC(C)C)c(=O)[nH]c1=O
23	0.7%	7.7%	-11.9%	Cc1ccccc1N1CCN(C2CCCN(C(=O)c3ccccn3)C2)CC1 (stereo not drawn)
24	-8.3%	2.0%	-8.4%	Cc1ccc(S(=O)(=O)N2CCC[C@H]2C(=O)OCCN2C(=O)c3ccccc3C2=O)cc1
25	4.1%	-0.9%	7.2%	O=C(O)COc1ccccc1Cc1ccccc1
26	1.0%	-1.0%	6.3%	Cc1ccc(S(=O)(=O)N2CCCC2C(=O)Oc2ccccc2)cc1 (stereo not drawn)
27	8.2%	-0.3%	?	O=C(Cn1c(NCCO)nc2ccccc21)c1ccc(Cl)cc1
28	0.5%	-2.2%	6.1%	COc1ccccc1C(=O)Nc1cccc(C(=O)c2ccccc2)c1
29	4.6%[21 µM]	.	15.6%[21.6 µM]	CN[C@H]1[C@@H](O[C@@H]2[C@H](O[C@@H]3[C@@H](O)[C@@H](O)[C@@H](N=C(N)N)[C@@H](O)[C@@H]3N=C(N)N)O[C@H](C)[C@@]2(O)C=O)O[C@@H](CO)[C@@H](O)[C@H]1O
30	0.8%	6.7%	-4.9%	O=C(NNC(=O)c1ccccc1OCc1ccccc1)c1ccccc1O

Profiles, quoted from the list. Order of screens: TDP1 inh | FEN1 inh | N370S GC mod
O=C(Cn1c(NCCO)nc2ccccc21)c1ccc(Cl)cc1 in the list: 8.2% | -0.3% | ?
Cc1ccccc1N1CCN(C2CCCN(C(=O)c3ccccn3)C2)CC1 (stereo not drawn) in the list: 0.7% | 7.7% | -11.9%
COc1ccc(C(=O)CSc2n[nH]c(-c3ccco3)n2)cc1 in the list: 5.1% | -3.5% | 0.0%
CCCCN(C(=O)c1ccc2c(c1)OCO2)c1c(N)n(CC(C)C)c(=O)[nH]c1=O in the list: -3.2% | -5.6% | .

3 of the entries above in order of their number in FEN1 inh, falling.
item | mol | FEN1 inh
10 | Cn1[nH]c(C(F)(F)F)c(C=Nc2ccc(Cl)cc2)c1=O | 2.9%
17 | O=C(c1cc([N+](=O)[O-])ccc1N1CCOCC1)N1CCCC1 | -1.3%
5 | NC(=O)c1cc(S(=O)(=O)Nc2ccccc2)cs1 | -1.7%

(more compounds)
#	TDP1 inh	FEN1 inh	N370S GC mod	Molecule
31	1.0%	-6.8%	4.4%	COCC(=O)N(Cc1cc2ccccc2[nH]c1=O)c1ccc(OC)cc1
32	3.4%	6.9%	3.7%	Cc1c(NC(=O)Nc2cccs2)cccc1[N+](=O)[O-]
33	.	-18.2%	28.4%	O=C(CC(=O)c1c(F)cccc1Cl)c1ccccc1O
34	.	6.2%	-11.1%	COc1ccc(S(=O)(=O)N2CCN(C(=O)CN3C(=O)NC(C)(c4ccc5ccccc5c4)C3=O)CC2)cc1 (stereo not drawn)
35	1.3%	-2.2%	-1.1%	COc1ccccc1NC(=O)CN(C)S(=O)(=O)c1ccc2c(c1)CCC(=O)N2
36	7.2%	-11.1%	-1.4%	CC(=O)N1CCN(c2ccccc2NC(=O)c2ccc(C#N)cc2F)CC1
37	-2.6%	-4.6%	4.6%	CCOc1ccccc1N1CCN(C(=O)COc2ccc3c(C)cc(=O)oc3c2)CC1
38	.	23.1%	-5.1%	COc1ccc(-c2noc(N3CCC(C(=O)Nc4ccccc4F)CC3)n2)cc1
39	-6.8%	-2.6%	-21.3%	CCn1ncc(Br)c1C(=O)Nc1cc(C)ccc1F
40	1.1%	3.2%	4.4%	O=C1CCCN1c1ccc(S(=O)(=O)NCCOc2ccccc2)cc1
41	1.3%	-3.3%	.	COc1ccc(-n2ccn(CC(=O)Nc3ccc(C)cc3C)c(=O)c2=O)cc1
42	1.6%	16.0%	0.3%	O=C(CCNS(=O)(=O)c1ccc(Cl)cc1)N1CCCC1
43	-2.7%	-3.3%	0.1%	CCN(CC)C(=O)c1sc(NC(=O)c2cccc([N+](=O)[O-])c2)c(C#N)c1C
44	2.0%	-16.0%	-4.5%	CC(C)(C)OC(=O)N1CCC(c2c(C(=O)NC3CC3)cnn2-c2ccc(Cl)cc2)CC1
45	.	-8.9%	0.7%	O=C(c1ccccc1)N1N=C(c2ccccc2O)CC1c1ccccc1 (stereo not drawn)
46	0.9%	-1.9%	-23.7%	O=C(NCCN1CCOCC1)c1sc2cc(Cl)ccc2c1Cl
47	5.6%	-17.1%	-1.2%	CCN1C(C)=C(C)S/C1=C1\SC(=S)N(C2CCCCC2)C1=O
48	-11.8%	12.8%	5.2%	CN(c1ccccc1)S(=O)(=O)c1ccc2ccccc2c1
49	2.7%	-0.5%	-3.1%	Cc1cccc(-c2nc3cc(NC(=O)C4CCCO4)ccc3o2)c1 (stereo not drawn)
50	.	-1.8%	0.5%	COc1ccc2nc(NC(=O)Cn3cnc4ccccc4c3=O)sc2c1
51	.	-5.2%	-13.0%	CCN(CC(=O)NCc1cccs1)C(=O)c1cccc(S(=O)(=O)Nc2ccc(OC)cc2)c1
52	0.0%	-13.4%	-3.8%	Cc1ccc(-n2c(SCc3ccc(C#N)cc3)nnc2-c2ccccn2)cc1
53	4.1%	4.8%	-0.2%	Cc1[nH]c2ccccc2c1-c1csc(NC(=O)CSCC(=O)O)n1
54	9.3%	-1.2%	.	COc1ccc(C2=Nc3ccccc3NC(c3cccs3)=N2)cc1
55	-4.0%	5.9%	1.9%	COc1ccccc1CNC(=O)c1cc(C(C)C)nc2ccccc12
56	-2.3%	-2.8%	4.1%	C#CC1(O)CC(C)NCC1(C)CCC#N (stereo not drawn)
57	1.1%	-1.1%	.	CC1CCCCC12NC(=O)N(CC(=O)NCc1ccccc1)C2=O (stereo not drawn)
58	.	-20.9%	0.7%	COc1cccc(NC(=O)c2cccc(Cl)c2)c1
59	8.7%[21 µM]	.	4.3%[21.6 µM]	CC(C)CC(=O)N[C@H](C(=O)N[C@H](C(=O)N[C@@H](CC(C)C)[C@H](O)CC(=O)N[C@@H](C)C(=O)N[C@@H](CC(C)C)[C@H](O)CC(=O)O)C(C)C)C(C)C
60	-1.9%	10.3%	.	O=C(c1ccc2c(c1)N(Cc1cccc(Cl)c1)C(=O)c1ccccc1S2(=O)=O)N1CCCCCC1

#	TDP1 inh	FEN1 inh	N370S GC mod	Molecule
61	.	-8.8%	-10.5%	COc1cccc(/C=C2\SC(=S)N(CCC(=O)Nc3ccc(O)cc3)C2=O)c1
62	11.5%	0.5%	-7.0%	COCCCn1c(=O)c2ccccc2n(CC(=O)NC2CCCCC2)c1=O
63	2.7%	-0.8%	-5.5%	CC(C)(C)NC(=O)Nc1ccc(F)c(Cl)c1
64	-6.6%	-1.7%	3.3%	O=C(c1ccccc1)c1ccc(OCCCN2CCCCC2)cc1
65	5.8%	?	.	CCOc1ccc(NC(=O)c2cnn(-c3ccc(C)c(C)c3)c2C2CCN(C(=O)OC(C)(C)C)CC2)cc1
66	-6.0%	3.2%	0.7%	CN1C(=O)NC(c2ccccc2Cl)C2=C1CC(C)(C)CC2=O (stereo not drawn)
67	1.6%	-11.0%	.	Cn1nnnc1Sc1ncnc2scc(-c3cccc(Br)c3)c12
68	-2.7%	-11.6%	12.6%	COc1ccc(P(=O)(COc2ccc([N+](=O)[O-])cc2)c2ccc(OC)cc2)cc1
69	2.7%	.	-0.6%	COC1C(O)C(CO)OC1n1cnc2c(=O)[nH]c(N)nc21 (stereo not drawn)
70	0.0%	-5.0%	2.0%	O=C(N=NC(=O)c1ccc2c(O)n(CC3CCCO3)c(O)c2c1)c1cccnc1 (stereo not drawn)
71	-2.3%	-5.9%	4.3%	Cc1c(NC(=O)C2CCCNC2=O)c(=O)n(-c2ccccc2)n1C (stereo not drawn)
72	-10.0%	-23.8%	11.7%	COc1ccc2oc(=O)c(-c3nnc(N)s3)cc2c1
73	3.8%	3.5%	5.1%	COC(=O)c1c(C)cc(C)c2c1CC(C)(C)C2=O
74	-4.1%	-6.3%	9.0%	CCc1cc2c(=O)c(-c3nc4ccccc4n3C)coc2c(CN2CCOCC2)c1O
75	.	-2.7%	-0.8%	C[C@H]([C@H](O)c1ccccc1)N(C)C(=O)CN
76	0.0%	-3.5%	-5.9%	CC(=O)Nc1ccc(NC2=Nc3ccccc3N3C2=Nc2c(c(C)nn2-c2ccccc2)C3c2ccccc2)cc1 (stereo not drawn)
77	5.1%	4.3%	1.7%	CC(=O)Nc1ccc(NC(=O)CCn2cnnn2)cc1
78	3.8%	4.5%	3.0%	CCn1ncc([N+](=O)[O-])c1C(=O)Nc1ccc(C(=O)N2CCCCC2)cc1
79	1.2%	-7.8%	-2.4%	O=C(Cc1ccccc1)N1CCN(S(=O)(=O)c2ccc([N+](=O)[O-])cc2)CC1
80	.	1.0%	-4.2%	CN(CC1CCCN(CCc2ccc(Cl)cc2)C1)C(=O)CC(F)(F)F (stereo not drawn)
81	-3.4%	0.5%	13.1%	COC(=O)CSc1nnc(C)n1-c1ccc(C)cc1
82	1.7%	2.5%	.	Nc1nnc(SCC(=O)Nc2cccc(S(=O)(=O)N3CCCCC3)c2)s1
83	2.6%	-0.4%	.	Cc1ccc(NC(=O)CSc2nc3nccnc3c(=O)n2CCc2c[nH]c3ccccc23)cc1C
84	0.0%	19.6%	1.9%	CCc1ccc(N2CC34C=CC(O3)C(C(=O)OC(C)C)C4C2=O)cc1 (stereo not drawn)
85	3.8%	-4.6%	19.3%	Cc1ccc(/C=C/C(=O)Nn2cnnc2)cc1
86	.	?	5.2%	CCN(C(=O)C1CCCN(c2nc(-c3ccc(OC)cc3)no2)C1)c1ccccc1F (stereo not drawn)
87	.	6.2%	-7.2%	CCOc1ccc(NC(=O)Cc2c(C(=O)O)n(C)c3ccccc23)cc1
88	-2.0%	-8.7%	-0.7%	COCCSc1nnc(NC(=O)C2CC(=O)N(C3CCCC3)C2)s1 (stereo not drawn)
